Compound activity: PubChem, Broad Institute
ARNT-TACC3 inh = disruptors of ARNT/TACC3 protein interaction, primary screen, biochemical, AlphaScreen, single concentration | Transforming acidic coiled-coil-containing protein 3 (Homo sapiens), Q9Y6A5 | AID 623870, 2012 | inhibition, % at 9.99 µM | hit rate 0.66% among 390,000 | AlphaScreen His-ARNT PAS-B/GST-TACC3 binding, luminescence; TACC3 fragment carries E629A point mutation;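 active = mean inhibition of replicates at least 50% and at least half of replicates each reaching 50%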;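 also: 0% = complete ARNT plus TACC3 wells and 100% = ARNT alone without TACC3; many hits fall short of the cut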
Numbers without * were called inactive.

ARNT-TACC3 inh,compound
-10,CCN1CCN(Cc2c(C)[nH]c3ccc(OC)cc3c2=O)CC1
0,COc1ccc2c(c1)[nH]c1c(=O)n(Cc3ccco3)cnc12
-10,Cc1ccc(OCCCn2c(=O)sc3ccccc32)cc1
28,N=C1N(/N=C/c2ccccc2)C(=Nc2ccccc2)C(=S)N1c1ccccc1
-6,Cc1nc(NCc2ccco2)c(C#N)c2c1COC(C)(C)C2
1,COc1ccc(OCC(=O)Nc2ccc(N3CCOCC3)c(Cl)c2)cc1
15,Cc1ccc(NC(=O)c2nc[nH]c2C(=O)N2CCCCC2)c(C(=O)c2ccccc2)c1
3,C/C(=C\C(=O)Nc1cc(C)on1)c1ccccc1
8,O=C(Nc1ccc(S(=O)(=O)N2CCCCC2)cc1)c1ccc(CN2CCOCC2)cc1
3,Cc1ccc(C)c(N(C)S(=O)(=O)c2ccc3[nH]cc(C(=O)NCCN4CCOCC4)c(=O)c3c2)c1

Ordered by molar mass (lowest first): 3 of the compounds above
ARNT-TACC3 inh,compound
0,COc1ccc2c(c1)[nH]c1c(=O)n(Cc3ccco3)cnc12
-10,Cc1ccc(OCCCn2c(=O)sc3ccccc32)cc1
28,N=C1N(/N=C/c2ccccc2)C(=Nc2ccccc2)C(=S)N1c1ccccc1

Quoted at random: 5 entries already listed, in no set order.
ARNT-TACC3 inh,compound
15,Cc1ccc(NC(=O)c2nc[nH]c2C(=O)N2CCCCC2)c(C(=O)c2ccccc2)c1
3,C/C(=C\C(=O)Nc1cc(C)on1)c1ccccc1
8,O=C(Nc1ccc(S(=O)(=O)N2CCCCC2)cc1)c1ccc(CN2CCOCC2)cc1
0,COc1ccc2c(c1)[nH]c1c(=O)n(Cc3ccco3)cnc12
-6,Cc1nc(NCc2ccco2)c(C#N)c2c1COC(C)(C)C2

The list goes on.
ARNT-TACC3 inh,compound
5,FC(F)(F)c1cccc(NC(=S)NNC(=S)NCc2ccccc2)c1
6,CCOC(=O)CSc1nc2cc(C(=O)N3CCCC3)ccc2c(=O)n1Cc1ccccc1
4,S=C1NCCc2ccccc2C1c1ccccc1 (stereo not drawn)
2,CCN1CCN(Cc2ccc(NC(=O)Nc3ccccc3)cc2)CC1
-4,COC(=O)C1(Cc2ccccc2)NC(c2ccc(F)cc2)C2C(=O)N(C)C(=O)C21 (stereo not drawn)
-9,O=C(Nc1c(F)c(F)c(F)c(F)c1F)C1CCCCC1
-31,C=C1CC[C@@]23CC[C@]4(C)[C@@](OC2=O)([C@@H]3C1)[C@H]1O[C@H]1C1[C@@]2(C)CC[C@H](O)C(C)(C)C2CC[C@]14C (stereo partly drawn)
-6,CN(CCOC(=O)C1c2ccccc2Oc2ccccc21)C(C)(C)C
-1,O=C(CSc1nnc(-c2ccccc2Br)o1)N1CCc2ccccc2C1
49*,COc1cccc2c1C(=N)c1c(O)c3c(c(O)c1C2=O)CC(O)(C(C)=O)CC3OC1CC(N)C(O)C(C)O1 (stereo not drawn)
-2,CCn1c(SCC(=O)c2cc(C)n(C)c2C)nnc1-c1ccccc1
0,COc1ccc(OCC(=O)Nc2ccc(S(=O)(=O)N3CCCCCC3)cc2)cc1
-23,O=C(c1ccccc1)c1cnc(Nc2ccccc2Cl)s1
-3,CC(C)NC(=O)/C(=N\O)c1ccccc1
0,Cc1ccc(C)c(NC(=O)CCN2CC(C)OC(C)C2)c1 (stereo not drawn)
-1,Nc1nonc1NC(=O)CSc1nc2ccccc2s1
-7,O=C(O)c1cccc(Cn2c(Cl)c(/C=N/Nc3ccccc3)sc2=O)c1
5,Cc1cc(NCCCN(C)C)n2nc(-c3cccs3)cc2n1
-3,COc1ccc(OC)c(NC(=O)CCCN2C(=O)C3C4C=CC(C4)C3C2=O)c1 (stereo not drawn)
3,O=C(C1CCCN(Cc2ccncc2)C1)N1CCc2ccccc2C1 (stereo not drawn)
-7,CCOC(=O)c1cc(-c2ccco2)nc2c1c(C)nn2-c1ccccc1
-2,O=C(c1ccccc1Nc1ccc(SC(F)F)cc1)N1CCCCCC1
-6,CCOC(=O)c1c(C)n(C)c2cc(Br)c(C(=O)OC)cc12
-3,CCCCOc1ccc(Nc2nc(C)cc(C)c2C#N)cc1
0,CON(c1nc(N(C)C)nc(N(C)C)n1)S(=O)(=O)c1ccccc1Cl
3,Cc1cc2n(n1)C(c1ccc3c(c1)OCO3)Nc1ccccc1-2 (stereo not drawn)
-5,Cc1cccc(NC(=O)c2cc(Cl)nc3ccccc23)c1
-4,CN(c1ccc(Cl)cc1)c1cc(=O)n(C)c2ccccc12
-3,N#Cc1c(-c2ccccc2)c(-c2ccccc2)n(Cc2ccco2)c1NC(=O)c1cccs1
-6,O=c1c(C=Nc2ccc(Cl)cc2)c[nH]n1-c1cccc(Cl)n1
7,O=C(Nc1ccc(F)cc1)N(Cc1ccco1)Cc1cc2cc3c(cc2[nH]c1=O)OCO3
0,CCC(c1nnnn1C(C)(C)C)N(Cc1ccco1)Cc1cc2cccc(C)c2[nH]c1=O (stereo not drawn)
-5,Cc1cc(C)n(-c2ccc(OCC(=O)O)nn2)n1
-14,Cc1ccc(CN2C(=O)CCC2C(=O)NC(C)C)cc1 (stereo not drawn)
-1,CC(=O)Nc1ccc(S(=O)(=O)NCc2csc(-c3cccnc3)n2)cc1
0,Cc1ccc(/C=N/N2CCN(c3ccc(Cl)cc3)CC2)o1
-19,N#Cc1cc(-c2ccc(Cl)cc2)cnc1Sc1ccc(F)cc1
-2,O=C(O)C1CSC(CCc2ccccc2)N1 (stereo not drawn)
24,Cc1c(C2CC(=O)N(c3ccccc3)C2=O)[nH]n(-c2ccccc2)c1=O (stereo not drawn)
-2,COCCOC(=O)C1=C(N)OC2=C(C(=O)CC(C)(C)C2)C1c1cccnc1 (stereo not drawn)
-4,Cc1ccc(C)c(NC(=O)CSc2nnc(-c3ccncc3)n2N)c1
-7,Cc1ccc(NC(=O)CSC2=C(C#N)C(c3ccco3)CC(=O)N2)cc1 (stereo not drawn)
-4,CC(C)(C)c1ccc(OCC(=O)NCc2ccco2)cc1
33,CCCCOc1ccccc1NC(=O)c1ccco1
-3,COCCN1Cc2cccc(C(=O)N3CCN(c4ccccc4)CC3)c2C1=O
15,CC(c1ccccc1)n1cc(C(=O)NCC2COc3ccccc3O2)nn1 (stereo not drawn)
-11,Cc1c(Cc2ccccc2)sc(/N=C/c2c(O)ccc3ccccc23)c1C(N)=O
-7,Cc1ccc(OCC(=O)c2ccc3c(c2)CCCC3)cc1C
-4,Cc1cc(NC(=O)CSc2nnc(-c3ccncc3)n2N)ccc1Br
-12,COC(=O)Cc1c(C)nc2nc(-c3ccc(C)cc3)[nH]n2c1=O

(next part)
ARNT-TACC3 inh,compound
19,COC(=O)c1c(-c2ccccc2)csc1NC(=O)c1ccco1
-3,CCOC(=O)C(=CNc1cccc(N)n1)C(=O)OCC
11,O=C(CCS(=O)(=O)Cc1ccccc1F)N1CCc2ccccc2C1
-5,Cc1csc(SCC(=O)Nc2cccc(S(=O)(=O)N3CCCC3)c2)n1
-6,CC(C)n1c(SCc2ccc(Cl)cc2)nc2c1c(=O)[nH]c(=O)n2C
-3,COc1ccc(C(C)(C)C)cc1NC(=O)C1CC=CCC1C(=O)O (stereo not drawn)
-3,CC(C)Cc1nc(NCCN2CCOCC2)c(C#N)c2c1COC(C)(C)C2
-2,COc1cccc(-n2c(Cc3cc(=O)[nH]c(=O)[nH]3)nnc2SCC(=O)N2CCCC2)c1
-3,CC(C)OCCCNC(=O)c1ccc(Br)cc1
1,Fc1ccc(COc2ccc(/C=N/n3cnnc3)cc2)cc1
-12,Fc1cccc(CN2CCCCCCC2)c1
-8,COc1ccc(NC(=O)c2ccco2)cc1NC(=O)c1c(F)c(F)c(OC)c(F)c1F
-4,O=C(N/N=C/c1ccco1)c1ccncc1
-1,CC1CCN(CCCNC(=O)c2coc3nc4ccccc4nc23)CC1
-4,O=C(CSC1=NC(=O)C(c2ccccc2)C(=O)N1)Nc1ccccc1Cl (stereo not drawn)
-1,CCNC(=S)NNC(=O)c1cc(CC(C)C)nc2ccccc12
-2,CCOc1ccccc1C(=O)Nc1ccc(S(=O)(=O)N2CCOCC2)cc1
-1,CCN1C(=NCCc2cccnc2)N[C@@H](c2ccccc2)C(C(=O)OC)=C1C
-3,O=C(CO/N=C/c1cccc([N+](=O)[O-])c1)Nc1ccc2ccccc2c1
-4,Cc1cccc(OCCSCc2nc3ccccc3[nH]2)c1
-3,C/C=C(/C)C(=O)O[C@@H]1c2cc3c(c(OC)c2-c2c(cc(OC)c(OC)c2OC)[C@@H](OC(C)=O)[C@@H](C)[C@H]1C)OCO3
-2,COc1ccc([C@@H]2[C@@H]3C(=O)N(C(C)(C)C)C(=O)[C@@H]3[C@]3(Cc4ccccc4)C(=O)N(c4ccc(Br)cc4)C(=O)N23)cc1
-2,CO/N=C(/c1nonc1N)N1CCN(c2ccc([N+](=O)[O-])cc2)CC1
-1,O=C(CCCC(=O)N(CC(=O)NC1CCCC1)Cc1ccc(F)cc1)Nc1ccccn1
11,Cn1c(=O)oc2cc(S(=O)(=O)N3CCN(c4ccc(F)cc4)CC3)ccc21
-8,CCOC(=O)c1sc(NC(=O)CSc2ncn(-c3ccccc3)n2)nc1C
-1,CCCn1c(N)c(Sc2ccc(Cl)cc2)c(=O)n(CCC)c1=O
-3,CCOc1ccc(C(=O)Nc2c3c(nn2C(C)(C)C)CSC3)cc1OCC
4,Cc1ccc(SCC(=O)N2CCc3ccccc32)cc1
-8,Cc1ccccc1S(=O)(=O)Cc1ccc(C(=O)NCCN2CCCCC2C)o1 (stereo not drawn)

Brought forward from above: five entries, then new ones.
ARNT-TACC3 inh,compound
-8,CCOC(=O)c1sc(NC(=O)CSc2ncn(-c3ccccc3)n2)nc1C
-1,CCCn1c(N)c(Sc2ccc(Cl)cc2)c(=O)n(CCC)c1=O
-3,CCOc1ccc(C(=O)Nc2c3c(nn2C(C)(C)C)CSC3)cc1OCC
4,Cc1ccc(SCC(=O)N2CCc3ccccc32)cc1
-8,Cc1ccccc1S(=O)(=O)Cc1ccc(C(=O)NCCN2CCCCC2C)o1 (stereo not drawn)
-6,Cc1cccc(C(=O)OCc2cc(=O)oc3c(C)c(C)ccc23)c1O
-11,COc1ccc(OC)c(C2C(C(C)=O)=C(O)C(=O)N2c2ccc(O)cc2)c1 (stereo not drawn)
3,Cn1c(=O)oc2cc(S(=O)(=O)NCCN3CCCCCC3)ccc21
-6,O=S(=O)(c1ccccc1C(F)(F)F)N1CCOCC1
8,O=C1CC(c2ccco2)CC(O)=C1C=NCCN1CCN(C2CC(=O)N(c3ccccc3)C2=O)CC1 (stereo not drawn)
-5,S=C(c1ccc(N2CCOCC2)cc1)N1CCCCC1
6,O=C(NC1=NCCS1)c1cc(-c2ccccc2)nn1-c1ccccc1
-3,CCOC(=O)c1[nH]c2ccccc2c1NC(=O)C1CCCCC1
1,O=C(c1ccco1)N1CCN(C(=O)C(c2ccccc2)c2ccccc2)CC1
-12,Cc1ccc(Sc2c(C(=O)Nc3ccc(F)cc3F)c(C(F)(F)F)nn2C)cc1
-2,CCOc1ccc(N2C(=O)CC(NCCc3ccc(S(N)(=O)=O)cc3)C2=O)cc1 (stereo not drawn)
-1,Cc1cc(C)cc(N(CC(=O)NC2CCCCC2)C(=O)c2ccc(C)s2)c1
4,COc1ccccc1NC(=O)Cn1nnc(-c2ccccc2NC(=O)c2cccs2)n1
5,Cc1ccc(C(Sc2ccccc2)C(Cn2cncn2)C(=O)c2ccccc2)cc1 (stereo not drawn)
-7,CC1=C(C(=O)Nc2ccc(C)cc2)C(c2ccco2)NC(=O)N1 (stereo not drawn)
-2,Cc1csc(NC(=O)c2ccoc2C)n1
0,O=C1CS/C(=N\c2ccccn2)N1C1CCCCC1
-31,Cc1c(Cc2ccccc2)c(=O)oc2c(CN(C)C)c(O)c(Cl)cc12
2,CC(=O)c1c(C)nc(-c2ccc3c(c2)OCO3)n1O
0,c1ccc2c(c1)ncn2CCC1CCCCC1
3,CCC(C)NC(=O)CN(c1ccc(OC)cc1)S(=O)(=O)c1ccc(NC(C)=O)cc1 (stereo not drawn)
-6,COc1ccc2cc(C(=O)Nc3c(C)n(C)n(-c4ccccc4)c3=O)sc(=O)c2c1OC
20,COc1ccccc1-c1nnc2n1N=C(c1ccc(O)c(O)c1)CS2
2,CCOC(=O)c1ccc(NC(=O)CSc2nnc(COc3ccccc3)n2C)cc1
3,CCCCC(=O)Nc1ccc2oc(-c3cccnc3)nc2c1
-3,Cc1nn(C(=O)c2ccco2)c(C)c1Br
-1,CC(C)NC(=O)COc1ccc(/C=N/NS(=O)(=O)c2ccccc2)cc1
-2,CCN(c1ccccc1)S(=O)(=O)c1ccc(NC(=S)NC(=O)c2ccc(Br)o2)cc1
-1,CCC(C)NC(=O)c1cn(-c2cccc(C)n2)cn1 (stereo not drawn)
4,CC1(C)C(=O)OC(C(=O)c2ccc(C(C)(C)C)cc2)C(C)(C)C1=O (stereo not drawn)
-5,O=C(CNC(=O)Cc1ccccc1)NCC(=O)OCC(=O)c1cccc2ccccc12
20,CC(=O)c1cccc(NC(=O)c2cc(-n3cnnc3)ccc2Cl)c1
-6,CC(C)(Oc1cccc2ccccc12)C(=O)O
4,C/C(=N\OC(=O)NC(C)C)c1sc(-c2ccccc2)nc1C
3,Cc1nc2ccccc2n1CC(=O)OCC(=O)NCCc1ccccc1
4,CC1(C)Cc2c(c(=S)nc(-c3ccccc3)n2CCO)CO1
7,COc1cccc(N2C(=O)CC(Nc3ccc(N4CCOCC4)cc3)C2=O)c1 (stereo not drawn)
-2,Nc1cc(=O)[nH]c(SCc2cccc(Cl)c2)n1
-2,CC(Oc1ccccc1Cl)C(=O)N(Cc1ccco1)C1CCS(=O)(=O)C1 (stereo not drawn)
22,COc1ccc(C2NCCc3c2[nH]c2ccccc32)cc1CN1CCc2cc(OC)c(OC)cc2C1C (stereo not drawn)
-28,O=C(NCc1ccccc1)C1COc2ccccc2O1 (stereo not drawn)
12,CC(=O)c1ccc(N2CCN(C(=O)CCS(=O)(=O)c3ccc(C)cc3)CC2)cc1

This is a subset (hit frequency here may not be typical).
